Screens (PubChem BioAssay)
LANA DNA inh – KSHV C-LANA DNA binding inhibition | 340,000 tested, 0.078% active | MBP-C-LANA/FAM-LBS DNA binding, fluorescence polarization | inhibition, % at 9 µM;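 active = highest replicate inhibition at or above 60% at 9 µM, even if other replicates fall short; inactive = all replicates below 60% inhibition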;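 note: 0% = neutral control wells and 100% = 4 µM acridine orange control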
Rtt109 Vps75 – C. albicans Rtt109 histone acetyltransferase inhibition | Q5AAJ8 | purified Rtt109/Vps75, ThioGlo CoA-SH fluorescence, 4 h | inhibition, % at 34.9 µM | 330,000 tested, 0.16% active | AID 540336;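 active = inhibition of at least 50% in every replicate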
Target sequence (Q5AAJ8 whole entry, looked up): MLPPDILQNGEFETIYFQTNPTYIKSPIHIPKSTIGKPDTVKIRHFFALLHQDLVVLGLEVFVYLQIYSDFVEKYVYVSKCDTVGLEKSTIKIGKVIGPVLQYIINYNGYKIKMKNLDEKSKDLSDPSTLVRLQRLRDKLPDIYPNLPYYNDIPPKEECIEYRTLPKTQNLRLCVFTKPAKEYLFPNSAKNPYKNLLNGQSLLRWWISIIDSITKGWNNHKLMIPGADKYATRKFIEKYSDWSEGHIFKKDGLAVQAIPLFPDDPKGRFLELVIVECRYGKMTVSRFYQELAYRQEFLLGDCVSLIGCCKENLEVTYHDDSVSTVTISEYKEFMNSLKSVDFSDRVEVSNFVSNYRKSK
NSD2 inh – blocks human histone methyltransferase NSD2; O96028; NSD2 peptide methylation, AlphaScreen, 120 min; inhibition, % at 12.5 µM; 310,000 tested, 0.54% active; in the data active = inhibition above about 50%
RTF Ca sens inh – cardiac RTF calcium desensitization; P19429+P45379; IANBD-labeled cardiac RTF, Ca2+ fluorescence; inhibition, % at 7.15 µM; 340,000 tested, 0.12% active; AID 493244;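 active = inhibition above the mean inhibition of all tested compounds plus 3 SD, cut at about 17% in these data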;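 note: assay run at fixed EC70 calcium of 1.6 mM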
cardiac RTF act – cardiac RTF calcium sensitization | P19429+P45379 | IANBD-labeled TnC RTF fluorescence at EC20 calcium; 0% EC20 calcium, 100% full calcium | activation, % at 7.2 µM | 340,000 tested, 0.24% active | AID 493008;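 active = activation above the mean over all tested compounds plus 3 SD, cut at about 30% in these data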;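 note: rise in fluorescence read as greater calcium sensitivity of cardiac thin filaments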
dFosB act – enhances mouse delta FosB homodimer DNA binding. activation, % at 25 µM. P13346. 340,000 tested, 0.99% active. AID 493131. purified delta FosB, TAMRA-CDK5 oligo fluorescence polarization; percent of positive-control signal above neutral wells;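 active = mean activation above about 17%, with every replicate also reaching it, limit read from the data, passing the limit was not always enough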;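 note: fluorescence polarization rise as delta FosB binds a TAMRA Cdk5 AP-1 oligo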
PvdQ acylase – P. aeruginosa PvdQ acylase inhibition; AID 488965; inhibition, % at 10 µM; 340,000 tested, 0.063% active; purified PvdQ acylase, fluorescence plate reader; in the data active = inhibition above about 30%, passing the limit was not always enough;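 note: 0% = vehicle neutral wells and 100% = reference inhibitor wells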
Mot1-301 SUMO – blocks SUMOylation pathway, rescuing yeast Mot1-301 growth. S. cerevisiae Mot1-301 growth rescue, ATP luminescence, 38.5C; percent above DMSO median, 100 means doubled. growth rescue, % at 18.8 µM. 320,000 tested, 1% active;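 active = every valid replicate shows activation above 250% relative to neutral control wells; inactive = the rest, any valid replicate at or below 250%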;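 note: OY570 slx delta 5 strain wells were the positive control but not used for scaling; some compounds called inactive have numbers as strong as hits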
CDK5 p35 inh – CDK5/p35 (human) kinase inhibition; inhibition, % at 10 µM; Q00535+Q15078; AID 488839; 330,000 tested, 0.01% active; Recombinant CDK5/p35, ADP-Glo luminescence, 60 min;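 active = highest replicate inhibition of at least 50% and at least 75% of replicates reaching 50%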;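 note: plate controls were DMSO neutral control for no effect and GW8510 at 10 µM for full effect; many of its hits are not listed in these tables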
Target sequence (Q00535 whole entry, looked up): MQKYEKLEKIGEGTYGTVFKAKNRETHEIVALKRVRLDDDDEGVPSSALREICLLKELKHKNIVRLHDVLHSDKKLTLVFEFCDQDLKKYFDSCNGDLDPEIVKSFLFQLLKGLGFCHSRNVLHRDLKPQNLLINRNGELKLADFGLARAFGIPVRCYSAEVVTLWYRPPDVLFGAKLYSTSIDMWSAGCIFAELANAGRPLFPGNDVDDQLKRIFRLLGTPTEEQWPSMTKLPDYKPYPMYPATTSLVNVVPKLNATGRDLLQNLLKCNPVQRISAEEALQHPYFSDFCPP
Target sequence (Q15078 whole entry, looked up): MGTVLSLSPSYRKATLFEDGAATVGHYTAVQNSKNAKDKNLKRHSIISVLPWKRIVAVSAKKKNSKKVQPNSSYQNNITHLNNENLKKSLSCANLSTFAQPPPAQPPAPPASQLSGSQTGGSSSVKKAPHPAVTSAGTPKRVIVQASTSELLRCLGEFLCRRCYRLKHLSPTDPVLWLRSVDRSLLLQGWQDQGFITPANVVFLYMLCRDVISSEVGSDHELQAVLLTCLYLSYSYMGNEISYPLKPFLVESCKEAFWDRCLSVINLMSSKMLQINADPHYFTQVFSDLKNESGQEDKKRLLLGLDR
PfHsp90 yeast 2 – reduces growth (ATP signal) of yeast expressing P. falciparum Hsp90 | S. cerevisiae expressing PfHsp90, BacTiter-Glo ATP, 48 h; yeast lacking PDR1 and PDR3 efflux regulators | inhibition, % at 9.4 µM | 310,000 tested, 0.32% active;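 active = every replicate shows inhibition above about 80%, whatever the replicate mean, limit read from the data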;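 note: 0% = DMSO neutral controls and 100% = 20 µM radicicol positive controls; yeast relying on Plasmodium falciparum Hsp90 in place of its own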
Keap1-Nrf2 PPI – Keap1-Nrf2 (human) interaction inhibition; Keap1 Kelch-Nrf2 peptide fluorescence polarization, 1536-well; 340,000 tested, 0.15% active; inhibition, % at 9.4 µM; AID 504523; in the data active = inhibition above about 12%;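 note: human Keap1 Kelch domain with fluorescein labeled Nrf2 9mer peptide probe; 0% = neutral control wells and 100% = peptide positive control; higher means more block of Keap1 binding to Nrf2 peptide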
* = called active by the depositor; i = inactive; . = no result given.

Results follow in this order: LANA DNA inh	NSD2 inh	RTF Ca sens inh	Keap1-Nrf2 PPI	cardiac RTF act	CDK5 p35 inh	PfHsp90 yeast 2	Rtt109 Vps75	dFosB act	Mot1-301 SUMO	PvdQ acylase
- O=C(c1ccccc1)c1ccc(OCCCCN2CCCCC2)cc1
 : -1.6	4	-6	-5	6	-0.6	9	0	-7	4	-8
- CCCCCOP(=O)(OCCCCC)C1(NS(=O)(=O)c2ccccc2)C=CC(=O)c2ccccc21 (stereo not given)
 : 0.2	-2	-17	-1	-1	2.5	17	0	-9	69	-6
- O=C(N/N=C\c1cc([N+](=O)[O-])ccc1N1CCOCC1)c1ccccn1
 : 0.7	-5	-11	-4	8	0.6	29	-12	9	-14	-15
- Oc1ccc(-c2csc(Nc3ncccn3)n2)cc1
 : -0.3	.	-7	2	-1	1.6	.	1	-10	-5	-6
- CCN(C(=O)CSc1nc2ccccc2c(=O)n1Cc1ccc(C)cc1)C1CCS(=O)(=O)C1 (stereo not given)
 : 1.4	2	-7	2	1	-2.7	.	-1	-6	-28	-18
- COc1ccc(/C(N)=N/OC(=O)CCC2CCCC2)cc1
 : 0.1	-3	2	3	1	-0.9	7	1	1	-10	-11
- COCCNC(=O)C(Cc1c[nH]c2ccccc12)NC(=O)OCc1ccccc1 (stereo not given)
 : 13	12	0	2	0	0.9	9	8	-6	-9	-1
- COc1cccc(CNC(=S)Nc2cc(OC)ccc2OC)c1
 : -2.2	6	-1	-1	2	0.3	-5	-8	-1	-5	-10
- O=C(N/N=C\c1cccc(OC(=O)c2ccco2)c1)c1ccc2c(c1)OCO2
 : 2.4	1	7	-1	1	1.5	15	8	5	361	8
- Cc1cc(/C=C2/SC(=O)N(CC(=O)OC(C)C)C2=O)c(C)n1C
 : -1.7	-7	6	-4	-1	2.7	10	-1	-11	3	4
- Cc1cc(OCC(=O)Nc2ccc(N3CCN(C(=O)c4ccco4)CC3)cc2)cc(C)c1Cl
 : -2.3	.	3	-4	-20	1.3	5	-5	-2	18	-2
- O=C(c1cc(C2CC2)nn1-c1ccccc1)N1CCN(c2ncc(C(F)(F)F)cc2Cl)CC1
 : 0.9	-2	4	1	2	1.9	.	2	-12	-4	-8
- Cc1ccc(NC(=O)COC(=O)Cn2c(C)csc2=O)cc1S(=O)(=O)N1CCOCC1
 : -0.3	-1	-6	-2	-3	0.6	.	4	-11	.	-2
- O=C(NCc1ccc2c(c1)OCO2)c1cc2n(n1)C(C(F)(F)F)CC(c1ccc3c(c1)OCO3)N2 (stereo not given)
 : -1.0	13	2	-5	-5	1.8	-6	-4	21*	-5	-15
- CCN1CCN(C(=O)Cn2nc(-c3ccc(Cl)cc3)ccc2=O)CC1
 : -0.1	2	-8	0	0	-0.4	2	-6	-2	5	7
- COc1ccc(CNC(=O)c2cc(C(=O)C3CC3)c[nH]2)cc1
 : -1.1	-3	2	1	0	-0.1	-14	15	-5	-8	-10
- COc1cc2nc(=S)n3[nH]c(CCn4c(C)nc5ccccc54)nc3c2cc1OC
 : 0.7	.	-4	-8	4	-0.8	-58	-18	-4	398	-11
- O=C(/C=C/c1cc([N+](=O)[O-])ccc1OC(F)F)NCc1ccc(Cl)cc1
 : 1.4	-3	2	-3	-1	1.2	10	8	-7	3	0
- O=C(OCC(=O)N1CCN(C(=O)c2ccco2)CC1)c1cncc(Br)c1
 : 2.6	1	-14	-5	0	-1.1	-22	-2	6	11	-20
- CSc1nc(C)c(C(=O)Nc2ccccc2)c(-c2ccco2)c1C#N
 : 1.0	.	-6	0	-1	-0.9	24	19	1	-9	-2
- O=C(/C=C/c1ccco1)Nc1ccccc1N1CCCCC1
 : 0.2	1	-18	-4	1	-0.2	.	-1	-3	4	-11
- Cc1cccc(N2C(=O)C(O)=C(C(=O)c3cccs3)C2c2cccc(Oc3ccccc3)c2)n1 (stereo not given)
 : 0.2	3	-3	-5	-3	0.0	-14	10	-9	8	2
- O=C(CNC(=O)c1ccccc1)Oc1ccc([N+](=O)[O-])cc1
 : -0.8	53*	-12	-1	-2	0.8	-8	-9	4	14	-4
- CC(=O)N1CCc2cc(C(=O)CN3CCN(c4ccccn4)CC3)ccc21
 : -1.6	-1	5	2	2	1.1	-1	1	-6	35	5
- COCCN(CC(=O)NCc1ccc2c(c1)OCO2)C(=O)CCC(=O)Nc1nccs1
 : 1.6	4	-20	5	-2	0.9	-8	5	-3	0	-1
- COc1ccc(OC)c(C2C(C(C)=O)=C(O)C(=O)N2CCN2CCOCC2)c1 (stereo not given)
 : 0.2	14	-13	0	-3	1.5	20	9	-2	-7	-12
- COc1ccc(C(=O)C[n+]2ccc(C)cc2)cc1
 : 0.8	-2	4	1	10	-1.3	-48	2	-2	220	-5
- CCc1cc(CNC(=O)C2CCC(=O)N(CCc3ccc(OC)cc3)C2)on1 (stereo not given)
 : -1.1	-1	-2	1	-6	0.8	4	-4	-1	-3	-6
- CCc1nnc(NC(=O)CCC(=O)Nc2ccccc2)s1
 : 2.1	-4	1	4	-5	0.3	21	-6	11	-2	0
- CCn1cc(C(=O)Nc2sc(C)c(C)c2C(=O)OC)cn1
 : -0.4	12	4	4	3	-0.9	-6	3	-9	0	-8
- Cc1cccc(-c2nsc(SCC(=O)NCC3CCCO3)n2)c1 (stereo not given)
 : -2.1	-4	-5	-1	1	1.7	10	-1	-3	47	-6
- COc1nc(NCc2ccco2)nc(NC2CCCCC2)n1
 : -0.1	4	-6	-3	-3	-0.4	-28	6	-8	-7	5
- COc1cc(NC(=O)c2ccccc2)c(OC)cc1NC(=O)Cc1ccccc1
 : 0.1	5	-1	1	-3	-0.4	-3	1	-11	107	-8
- O=C1Oc2ccccc2C2(O)C3CCCCCC3C12 (stereo not given)
 : -1.0	0	-8	1	3	-0.4	7	-12	-3	-19	14
- c1ccc(N2CCN(c3nc4ccccc4n4cnnc34)CC2)cc1
 : -0.5	.	-7	-2	-1	-2.3	15	-26	0	i	-14
- Cc1cc([N+](=O)[O-])nn1CC(=O)NCc1ccco1
 : 0.2	-2	-11	3	3	-0.3	-14	-5	-2	5	-6
- O=c1oc2cc(O)ccc2cc1-c1nc2c(s1)CCc1ccccc1-2
 : 16	-2	i	-2	897*	0.4	19	-59	-9	-8	1
- COc1ccc(C(=O)Nc2cc(C)nc3ccccc23)cc1OC
 : 0.7	-1	14	0	1	-0.9	.	9	-22	-19	4
- O=C(O)C1CSC(c2ccc(O)c([N+](=O)[O-])c2)N1 (stereo not given)
 : 0.9	1	7	-1	-3	0.0	-15	2	-4	.	-14
- CN(C)/C=C1\C(=O)NN=C1C(F)(F)F
 : 2.8	1	6	-2	1	1.0	-6	0	10	-2	7
- Cc1ccc(CNC(=O)c2sccc2-n2cccc2)cc1
 : 0.1	.	-3	2	-6	0.4	-9	-1	4	-11	7
- CCOc1ccccc1N1CCN(C(=O)c2cc[n+]([O-])cc2)CC1
 : 0.5	1	11	-1	-4	0.8	2	-1	-5	130	2
- Cn1c(=O)[nH]c2ccc([N+](=O)[O-])nc21
 : -1.3	-2	-4	-2	0	0.3	-25	3	-3	-14	-3
- O=C(O)C1CCN(C(=O)COc2ccc3c4c(c(=O)oc3c2)CCC4)CC1
 : 0.1	-3	-6	-1	0	-0.3	-29	6	-10	59	-6
- CN(C)CC(O)COc1ccc(C(C)(C)c2ccc(OCC(O)CN(C)C)cc2)cc1 (stereo not given)
 : -1.3	-2	-6	0	-3	1.5	0	10	20*	235	-10
- CC1CN(C(=O)c2ccc3c(c2)OCO3)CC(C)O1 (stereo not given)
 : -0.8	1	-2	1	0	0.8	15	4	-4	.	1
- CCOC(=O)CSc1nc2ccccc2c(=O)n1Cc1ccco1
 : 1.1	-4	-2	-2	3	-0.9	4	-4	-9	2	-14
- O=c1c(-c2n[nH]c(=S)o2)cccn1Cc1ccccc1
 : -0.5	1	-8	-4	7	-3.7	12	5	-3	-8	-8
- CC(=O)c1ccccc1NC(=O)CCCNC(=O)c1ccc(Cl)cc1
 : -0.1	5	-19	2	-4	1.7	11	-3	6	-17	-2
- CCCNC(=O)NC(=O)COC(=O)c1oc2ccc(OCC)cc2c1C
 : 6.4	-1	-7	-4	1	-1.4	-4	2	1	-6	-20
- O=S(=O)(/C=C/c1ccccc1)N1CCN(c2cccc(Cl)c2)CC1
 : 0.9	-3	0	3	-3	-1.5	19	0	-4	-1	-8
- CCOC(=O)C1=CCN(Cc2ccccc2)CC1
 : -1.5	-2	-7	-5	5	1.4	2	-3	10	-20	-14

Structural class, the compounds so far with a halogen
Results follow in this order: LANA DNA inh	NSD2 inh	RTF Ca sens inh	Keap1-Nrf2 PPI	cardiac RTF act	CDK5 p35 inh	PfHsp90 yeast 2	Rtt109 Vps75	dFosB act	Mot1-301 SUMO	PvdQ acylase
- Cc1cc(OCC(=O)Nc2ccc(N3CCN(C(=O)c4ccco4)CC3)cc2)cc(C)c1Cl
 : -2.3	.	3	-4	-20	1.3	5	-5	-2	18	-2
- O=C(c1cc(C2CC2)nn1-c1ccccc1)N1CCN(c2ncc(C(F)(F)F)cc2Cl)CC1
 : 0.9	-2	4	1	2	1.9	.	2	-12	-4	-8
- O=C(NCc1ccc2c(c1)OCO2)c1cc2n(n1)C(C(F)(F)F)CC(c1ccc3c(c1)OCO3)N2 (stereo not given)
 : -1.0	13	2	-5	-5	1.8	-6	-4	21*	-5	-15
- CCN1CCN(C(=O)Cn2nc(-c3ccc(Cl)cc3)ccc2=O)CC1
 : -0.1	2	-8	0	0	-0.4	2	-6	-2	5	7
- O=C(/C=C/c1cc([N+](=O)[O-])ccc1OC(F)F)NCc1ccc(Cl)cc1
 : 1.4	-3	2	-3	-1	1.2	10	8	-7	3	0
- O=C(OCC(=O)N1CCN(C(=O)c2ccco2)CC1)c1cncc(Br)c1
 : 2.6	1	-14	-5	0	-1.1	-22	-2	6	11	-20
- CN(C)/C=C1\C(=O)NN=C1C(F)(F)F
 : 2.8	1	6	-2	1	1.0	-6	0	10	-2	7
- CC(=O)c1ccccc1NC(=O)CCCNC(=O)c1ccc(Cl)cc1
 : -0.1	5	-19	2	-4	1.7	11	-3	6	-17	-2
- O=S(=O)(/C=C/c1ccccc1)N1CCN(c2cccc(Cl)c2)CC1
 : 0.9	-3	0	3	-3	-1.5	19	0	-4	-1	-8

An unsorted share of the library; overall some 3.2% were active at least once.
